# High-throughput results: PubChem BioAssay, National Center for Advancing Translational Sciences (NCATS)
# L3MBTL1 inh: blocks human L3MBTL1 | 0.66% of 230,000 active | Potency, µM (doses to about 57.1 µM), inactives show at the highest dose activity, negative = inhibition, most hits filed as inhibitors | AID 485360 | AlphaScreen L3MBTL1–H3K9me1 peptide binding; also: potency is read from the fitted curve at half-maximal effect; % is scaled to controls: 0 for no effect and ±100 for the full control effect; nearly all actives have a fitted effect of over 60% in size
#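 AlphaScreen proximity signal between nickel-chelate acceptor and streptavidin donor beads (final 10 ug/mL) reports binding of 50 nM L3MBTL1 to 75 nM biotin-H3 K9me1 peptide; complex incubated with compounds 30 min at room temperature; cefsulodin titration as control.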
# CBFb RUNX1 block: CBF-beta/RUNX1 interaction disruption; 230,000 tested, under 10 active; Potency, µM (doses to about 59.8 µM), for the others: at the highest dose activity, negative = inhibition, usual class: inhibitors; AlphaScreen CBFb-His/RUNX1-biotin binding, biochemical; also: % of control where 0% means no effect
# Target sequence (Q01196 whole entry, looked up): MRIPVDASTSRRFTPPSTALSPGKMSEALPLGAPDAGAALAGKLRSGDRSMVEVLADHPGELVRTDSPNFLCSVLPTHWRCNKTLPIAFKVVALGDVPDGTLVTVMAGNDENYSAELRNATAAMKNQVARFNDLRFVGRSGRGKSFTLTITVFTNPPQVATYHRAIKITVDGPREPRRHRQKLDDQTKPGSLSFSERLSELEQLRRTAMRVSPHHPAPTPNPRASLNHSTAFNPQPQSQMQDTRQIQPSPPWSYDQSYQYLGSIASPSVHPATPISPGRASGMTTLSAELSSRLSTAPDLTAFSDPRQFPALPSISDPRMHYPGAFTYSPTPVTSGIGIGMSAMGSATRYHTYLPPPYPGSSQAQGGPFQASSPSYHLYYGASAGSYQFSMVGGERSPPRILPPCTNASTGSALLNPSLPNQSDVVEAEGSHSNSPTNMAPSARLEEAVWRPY
# Target sequence (Q13951 whole entry, looked up): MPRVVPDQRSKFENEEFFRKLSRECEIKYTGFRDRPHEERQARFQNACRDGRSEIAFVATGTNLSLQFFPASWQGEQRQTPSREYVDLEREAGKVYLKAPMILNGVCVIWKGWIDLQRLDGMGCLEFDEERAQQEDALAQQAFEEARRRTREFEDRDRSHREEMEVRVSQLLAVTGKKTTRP
#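 AlphaScreen proximity signal reports loss of binding between His-tagged CBF-beta and biotin-labelled RUNX1, each at 30 nM. Proteins are pre-associated for 20 minutes, compounds added for 15 minutes, then beads for 90 minutes, all at ambient temperature.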
# Luc counter: blocks Kinase-Glo luciferase, a counter-screen artifact; Kinase-Glo luciferase, ATP luminescence, 8 min; Potency, µM (doses to about 38.3 µM), without a hit: at the top dose activity change, negative = inhibition, hits mostly inhibitors; 0.28% of 200,000 active; AID 1379; also: potency is read from the fitted curve at half-maximal effect; % is scaled to controls: 0 for no effect and ±100 for the full control effect; nearly all actives have a fitted effect of over 60% in size
#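 Recombinant Kinase-Glo luciferase, 10 uM ATP (linear range), luciferin; imidazole pH 7.2 / KCl / MgCl2 / Tween / BSA buffer; 8 min RT; luminescence.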
# NPSR antagonist: antagonists of human neuropeptide S receptor cAMP signaling; Potency, µM (series often up to 38.3 µM), inactives show at the top dose activity change, negative = inhibition, usual class: inhibitors; AID 1461; 1% of 220,000 active; Q6W5P4; CHO-NPSR cells, cAMP TR-FRET, antagonist mode; also: potency is read from the fitted curve at half-maximal effect; % is scaled to controls: 0 for no effect and ±100 for the full control effect; nearly all actives have a fitted effect of over 50% in size; many of its hits are not listed in these tables
# Target sequence (Q6W5P4 whole entry, looked up): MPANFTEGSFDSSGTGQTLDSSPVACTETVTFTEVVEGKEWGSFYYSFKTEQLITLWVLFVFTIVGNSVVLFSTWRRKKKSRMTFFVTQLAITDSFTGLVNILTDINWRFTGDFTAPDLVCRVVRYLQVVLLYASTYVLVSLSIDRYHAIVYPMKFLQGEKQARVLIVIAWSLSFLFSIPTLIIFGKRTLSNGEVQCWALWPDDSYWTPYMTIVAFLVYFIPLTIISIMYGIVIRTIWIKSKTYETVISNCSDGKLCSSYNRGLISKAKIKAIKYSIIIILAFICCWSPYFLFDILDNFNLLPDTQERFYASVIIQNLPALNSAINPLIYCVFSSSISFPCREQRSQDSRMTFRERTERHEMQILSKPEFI
# IMPase Li cell: cell-permeable IMPase inhibitors with lithium potentiation; CHO-M1 cells, IP1 TR-FRET (IP-One), carbachol + lithium; Potency, µM (top dose mostly 59.4 µM), without a hit: at the top dose activity, negative = IMPase inhibition, usual class: inhibitors; 0.35% of 210,000 active;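 also: IP1 builds up when IMPase is blocked and the TR-FRET signal falls; potency is read from the fitted curve at half-maximal effect; plate controls were basal vehicle for no effect and high inhibitor control for full effect; nearly all actives have a fitted effect of over 50% in size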
#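 Lithium-sensitised IP1 accumulation assay; M1-expressing CHO cells treated 30 min at 37C with compound. Competitive antibody detection by time-resolved FRET followed a 10 min room-temperature lysis step.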
# Epigenetic derep: derepresses silenced GFP reporter in murine cells | AID 1865 | Potency, µM (titrated, usually from 53.9 µM), for inactives: at the top dose GFP activation, usual class: activators | 0.2% of 280,000 active | murine LDR cells, GFP reporter derepression, 30 h; also: potency is read from the fitted curve at half-maximal effect; % of control where 0% means no effect; nearly all actives have a fitted effect of over 60% in size
#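 Reporter derepression read as number of fluorescent GFP-positive objects, 20-120 um in size, counted by laser-scanning cytometer. Mouse LDR line with an epigenetically silenced CMV-GFP locus; compound incubation 30 h, 37 C.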
# HTT aggregate: mutant huntingtin aggregation inhibition. AID 1688. Potency, µM (doses to about 46.1 µM), without a hit: at the highest dose activity change, negative = inhibition, actives largely listed as inhibitors. PC12 HttQ103-GFP aggregates, Acumen cytometry, 40 h. 1.1% of 220,000 active; also: potency is read from the fitted curve at half-maximal effect; % is scaled to controls: 0 for no effect and ±100 for the full control effect; nearly all actives have a fitted effect of over 60% in size
#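 Ecdysone-promoter PC12 model expressing HTT exon 1 Q103 fused to GFP, induced by tebufenozide at 100 nM final. Compounds titrated; aggregates sized 1–25 µm scored on a 488 nm laser cytometer.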
# * marks the source's active call; other numbers are inactive results; ? = inconclusive; . = no result given; & = joins results of further samples; [ ] = another dose, or the depositor's remark. Calls follow the shape of the dose curve; as a rule, active = well fitted curve in the direction sought with a large enough effect; inconclusive = small, poorly fitted or top-dose-only effect, or another doubt; inactive = no such curve, though single readings can be large; an effect the other way counts as inactive or inconclusive. Not all compounds are listed; count on the stated rates, not on these rows.
canonical_smiles | CBFb RUNX1 block | Luc counter | L3MBTL1 inh | IMPase Li cell | HTT aggregate | Epigenetic derep | NPSR antagonist
COC(=O)C(Cc1c[nH]c2ccccc12)NC(C)=O (stereo unspecified) | 3% | 1% | 4% | -6% | 10% | 0.0% | 18%[46.1 µM]
CC(=O)c1c(C)[nH]c(C(=O)N2CCCCCC2)c1C | 5% | -3% | -7% | -31%[38.3 µM] | 2% | -0.9% | -1%[46.1 µM]
CCOc1ccc(N(CC(=O)Nc2cccc(Cl)c2)S(=O)(=O)c2c(C)noc2C)cc1 | 2% | 15% | 5% | 32%[activator][38.3 µM] | 22µM* | 1.9% | -22%[46.1 µM]
Cc1ccc(CSCCNS(=O)(=O)c2ccccc2)cc1 | 12% | -2% | 5% | 5% | ? | 1.0% | 4%
COc1ccc(-n2nc(C(=O)Nc3ccc4c(c3)OCO4)c3ccccc3c2=O)cc1 | -11% | -4% | . | 13%[38.3 µM] | 5% | 1.2% | -22%[46.1 µM]
COc1ccc(N2C(=O)CC(c3ccccc3)C2=O)cc1 (stereo unspecified) | 9% | . | . | . | -24%[9.22 µM] | -1.8% | 12%
COc1ccc(-c2cc(C(F)(F)F)n3ncc(C(=O)N4CCc5ccccc5C4)c3n2)cc1 | ? | 4% | 27% | 14% | 12%[9.22 µM] | -7.2% | ?
O=C(NCC12CC3CC(CC(C3)C1)C2)c1nn2cccnc2c1Cl | -1% | -6% | . | 29%[38.3 µM] | 13% | -1.8% | -16%[46.1 µM]
O=C(c1ccccc1F)N1CCN(c2ccc([N+](=O)[O-])c3cccnc23)CC1 | -16% | -2% | -6% | 5% | -11%[9.22 µM] | -1.0% | 35%
N#Cc1ccc(C23CC4(C2)[C@H](CN(P(=O)(c2ccccc2)c2ccccc2)[C@@H]4c2ccccc2)C3c2ccc(Cl)nc2)cc1 (stereo partly specified) | ? | 1% | . | 0% | -38%[9.22 µM] | 0.4%&4.6% | -44%
COc1ccccc1-c1nc(C(N)=O)c2[nH]c(=O)n(-c3cccc(C)c3)c2n1 | -5% | 2% | 3% | -1%[38.3 µM] | 9% | -3.3% | ?
Cc1nn(C)c(Oc2cccc(Cl)c2)c1C=O | 1% | -3% | -2% | 2%[38.3 µM] | 11% | -1.2% | -9%[46.1 µM]
O=C(O)c1ccc(-c2nc(-c3ccccc3)c(-c3cccs3)[nH]2)cc1 | -5% | . | . | . | -25%[9.22 µM] | -3.1% | -37%
CCn1c(O)c(/C=C/C=C/C=Nc2ccccc2)sc1=S | -10% | -11% | -13% | 6% | . | 0.0% | -11%
O=C(NCC(c1cccnc1)N1CCN(c2ccc(F)cc2)CC1)c1ccc(F)cc1 (stereo unspecified) | 3% | -3% | 26%[11.4 µM] | 52%[activator][38.3 µM] | -2% | 0.0% | -24%[46.1 µM]
Cc1ccc(N(C(=O)Cc2cccs2)C(C(=O)NCC2CCCO2)c2ccncc2)cc1 (stereo unspecified) | 0% | -7% | 6% | 6% | 1%[9.22 µM] | -0.1% | -13%
N#Cc1cnc(Sc2ccccc2)nc1 | 16% | -1% | 6% | -16% | -5% | 1.1% | 20%
Clc1ccc(N/N=C/c2ccncc2)cc1Cl | -5% | -1% | -4% | 6% | -8% | 0.0% | 1%
COC(=O)c1ccc2c(=O)n(CCCCCC(=O)NC(C)C)c(=O)[nH]c2c1 | -8% | 0% | 23% | ? | ? | -0.1%&0.8% | -6%
COc1ccc(NC(=O)Nc2ccc(C(=O)N3CCOCC3)cc2)cc1 | 7% | 1% | -6% | 17%[38.3 µM] | -20% | 1.2% | 7%[46.1 µM]
C/C(=N\NC(=O)c1cccc(N/N=C(\C)c2ccccc2)c1)c1ccccc1 | 1% | 1% | -9% | 1% | -26% | -1.1% | -5%
CCc1ccc(NC(=O)CC2C(=O)N(c3ccc(C)cc3)C(=O)N2CCc2ccncc2)cc1 (stereo unspecified) | 6% | 0% | . | 9% | -2% | 0.7%&-1.0% | -39%
CCN1CCN(c2nc(Nc3ccc(NC(C)=O)cc3)nc(Nc3ccc(NC(C)=O)cc3)n2)CC1 | 4% | . | . | . | -22%[9.22 µM] | -0.4% | -11%
O=C(CSc1nnnn1CCCO)Nc1ccc2c(c1)OCO2 | 12% | 0% | . | -4% | -14% | -0.1% | 16%
O=c1oc2cccnc2n1CCS(=O)(=O)c1ccc(F)cc1 | 10% | . | . | . | -23%[9.22 µM] | 3.1% | 13%

# Complete entries as entered above. Values in the order: CBFb RUNX1 block, Luc counter, L3MBTL1 inh, IMPase Li cell, HTT aggregate, Epigenetic derep, NPSR antagonist
# COc1ccc(-c2cc(C(F)(F)F)n3ncc(C(=O)N4CCc5ccccc5C4)c3n2)cc1 is entered as ?, 4%, 27%, 14%, 12%[9.22 µM], -7.2%, ?
# CCc1ccc(NC(=O)CC2C(=O)N(c3ccc(C)cc3)C(=O)N2CCc2ccncc2)cc1 (stereo unspecified) is entered as 6%, 0%, ., 9%, -2%, 0.7%&-1.0%, -39%

# Following part
canonical_smiles | CBFb RUNX1 block | Luc counter | L3MBTL1 inh | IMPase Li cell | HTT aggregate | Epigenetic derep | NPSR antagonist
Cc1nc(-c2ccc(S(=O)(=O)Nc3cccc(S(N)(=O)=O)c3)s2)cs1 | 6% | . | . | . | -14%[9.22 µM] | -1.0% | -5%
O=C(CCNS(=O)(=O)c1cccc2nsnc12)NC1CCN(Cc2ccccc2)CC1 | 3% | 4% | 2% | 10% | -6% | -3.4% | -3%[46.1 µM]
Cc1occc1C(=O)NNC(=O)C1CCCCC1 | -4% | -3% | -7% | 3% | 14% | -0.9% | 12%
CC1(C)CC(=O)C2=C(C1)OC(N)=C(C#N)C21C(=O)N2CCCc3cccc1c32 (stereo unspecified) | 4% | -1% | 3% | 15%[38.3 µM] | 4% | 1.8% | -7%[46.1 µM]
CC#C[C@]1(O)CC[C@H]2C3CCC4=CC(=O)CCC4=C3[C@@H](c3ccc(N(C)C)cc3)C[C@@]21C (stereo partly specified) | ? | -3% | . | 19%&50% | . | 3.7%&1.1% | ?
Cc1cc(C(=O)NCCCOC(C)C)c2ccccc2n1 | 3% | -2% | 3% | -8%[38.3 µM] | 21% | 0.0% | -3%[46.1 µM]
O=C(NCCc1csc(-c2cccnc2)n1)c1cccs1 | 1% | 2% | 17% | 4% | 6% | -1.0% | -16%[46.1 µM]
O=C(CSc1nnc(-c2ccncc2)n1CC1CCCO1)Nc1cccc(O)c1 (stereo unspecified) | 0% | 2% | . | -6%[38.3 µM] | -12% | 1.7% | -2%[46.1 µM]
Cc1cc(NC(=O)CN2C(=O)NC3(CCCCC3)C2=O)no1 | 14% | -1% | -6% | 0% | 6% | -1.1% | 16%
N#Cc1ncc(C(F)(F)F)cc1Oc1cccnc1 | 11% | 2% | . | -3% | -13% | 0.9% | 4%
COC(=O)c1ccccc1NC(=O)N1c2ccccc2CC1C (stereo unspecified) | 22% | 0% | 32%[activator] | 33%[activator][38.3 µM] | -1% | -0.2% | -4%[46.1 µM]
Clc1ccc(C2CC(c3ccco3)n3ncnc3N2)cc1Cl (stereo unspecified) | 0% | -1% | -7%[11.4 µM] | 8% | 18% | -1.0% | -15%
Cc1c(C(=O)N2CCN(C)CC2)oc2ccc(S(=O)(=O)N3CCOCC3)cc12 | -3% | 6% | 0% | 17%[38.3 µM] | ? | -1.1% | -4%[46.1 µM]
Cc1ccc(OCCn2cnc3sc(C(N)=O)c(C)c3c2=O)cc1 | 2% | 0% | . | -6% | 7% | -0.3% | -7%
O=C(CNCc1ccc(F)cc1)Nc1ccccc1-c1ccccc1 | 2% | 0% | -1% | 10% | 5% | -0.9% | -11%
CSc1nc(N)c(C(=O)Nc2ccc([N+](=O)[O-])cc2)s1 | -3% | . | 0% | . | 6%[9.22 µM] | 1.1% | 17%
O=C(NCc1ccc(F)cc1)c1ccc(Br)o1 | 3% | -2% | . | 0% | 0% | -2.5% | 8%
CCc1ccc(/C=N/NC(=O)c2cc(-c3ccccc3OC)nc3ccccc23)s1 | -5% | -2% | . | 27%[38.3 µM] | -14% | -0.7% | -6%[46.1 µM]
CCC(C)NC(=S)Nc1ccccc1 (stereo unspecified) | 7% | . | 6% | . | 1%[9.22 µM] | 0.1% | -16%
O=C(O)CC12CC3CC(C1)CC(n1ncc(N4CCC5(CC4)OCCO5)c(Cl)c1=O)(C3)C2 | 20% | . | 60%[activator] | . | 3%[9.22 µM] | 1.4% | -24%
Cc1ccc(C(=O)Nc2nnc(COc3ccccc3)s2)cc1 | -9% | 2% | 3% | -23% | -1%[9.22 µM] | 0.2% | 47%

# Of the compounds above, these have a Cl atom:
canonical_smiles | CBFb RUNX1 block | Luc counter | L3MBTL1 inh | IMPase Li cell | HTT aggregate | Epigenetic derep | NPSR antagonist
CCOc1ccc(N(CC(=O)Nc2cccc(Cl)c2)S(=O)(=O)c2c(C)noc2C)cc1 | 2% | 15% | 5% | 32%[activator][38.3 µM] | 22µM* | 1.9% | -22%[46.1 µM]
O=C(NCC12CC3CC(CC(C3)C1)C2)c1nn2cccnc2c1Cl | -1% | -6% | . | 29%[38.3 µM] | 13% | -1.8% | -16%[46.1 µM]
N#Cc1ccc(C23CC4(C2)[C@H](CN(P(=O)(c2ccccc2)c2ccccc2)[C@@H]4c2ccccc2)C3c2ccc(Cl)nc2)cc1 (stereo partly specified) | ? | 1% | . | 0% | -38%[9.22 µM] | 0.4%&4.6% | -44%
Cc1nn(C)c(Oc2cccc(Cl)c2)c1C=O | 1% | -3% | -2% | 2%[38.3 µM] | 11% | -1.2% | -9%[46.1 µM]
Clc1ccc(N/N=C/c2ccncc2)cc1Cl | -5% | -1% | -4% | 6% | -8% | 0.0% | 1%
Clc1ccc(C2CC(c3ccco3)n3ncnc3N2)cc1Cl (stereo unspecified) | 0% | -1% | -7%[11.4 µM] | 8% | 18% | -1.0% | -15%
O=C(O)CC12CC3CC(C1)CC(n1ncc(N4CCC5(CC4)OCCO5)c(Cl)c1=O)(C3)C2 | 20% | . | 60%[activator] | . | 3%[9.22 µM] | 1.4% | -24%
